Compound activity from PubChem BioAssay.
KB-V1 MDR tox – kills drug-selected multidrug resistant KB-V1 cells. KB-V1 MDR cells viability, CellTiter-Glo, 72 h. Potency, µM (highest dose often 46.1 µM), without a hit: at the highest dose activity change, negative = cytotoxicity, actives largely listed as cytotoxic. actives 3.4% (n = 400,000). AID 1347076; note: potency is the fitted concentration of half-maximal effect; % is set by controls: 0 for no effect and ±100 for the full control effect; nearly all actives have a fitted effect of over 60% in size
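KB-V1, DMEM (no phenol red) + 10% FBS; cpd pin-transferred, titration series; 72 h, 37 degrees C; CellTiter-Glo, luminescence. Data normalized, curve-fit.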
ATXN2 expr inh – ATXN2 expression inhibition; actives 0.72% (n = 360,000); Potency, µM (series often up to 57 µM), for inactives: top-dose activity change, negative = inhibition, hits mostly inhibitors; HEK-293 ATXN2-luciferase reporter, luminescence, 24 h; note: potency is the fitted concentration of half-maximal effect; % is set by controls: 0 for no effect and ±100 for the full control effect; nearly all actives have a fitted effect of over 55% in size
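qHTS (up to 57 uM final) was run with 24 h compound exposure of reporter cells at 37 °C. Each well was multiplexed: SteadyGlo luminescence measured ATXN2-luciferase expression after a fluorogenic Gly-Phe-AFC viability readout (25 uM final).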
MCF10A rerep – induces DNA re-replication in MCF 10a normal breast cells | MCF 10A DNA re-replication, Hoechst nuclear intensity, 48 h | Potency, µM (doses to about 46.1 µM), inactives show at the highest dose activity, positive = re-replication, most hits filed as activators | actives 2.9% (n = 350,000); note: potency is the fitted concentration of half-maximal effect; % of control where 0% means no effect; nearly all actives have a fitted effect of over 50% in size
KB-3-1 cytotox – kills parental KB-3-1 adenocarcinoma cells | KB-3-1 viability, CellTiter-Glo ATP luminescence, 72 h | Potency, µM (highest dose often 46.1 µM), without a hit: at the highest dose activity change, negative = cytotoxic, actives largely listed as cytotoxic | actives 1.4% (n = 400,000) | AID 1347075; note: potency is the fitted concentration of half-maximal effect; % is set by controls: 0 for no effect and ±100 for the full control effect; nearly all actives have a fitted effect of over 60% in size
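Screening of KB-3-1 cells (DMEM, 10% FBS, phenol-red free) ran from lowest to highest compound concentration; after 72 h at 37 °C viability was read luminescently and curves fitted.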
HT1080 IDH1KD tx – kills HT-1080 cells with IDH1 knockdown | HT-1080 IDH1 knockdown viability, ATP luminescence, 48 h | Potency, µM (top dose mostly 46.1 µM), inactives show at the top dose activity, negative = toxicity, usual class: cytotoxic | actives 2% (n = 360,000) | AID 686971;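 note: potency is the fitted concentration of half-maximal effect; 0% = DMSO wells and -100% = cell-free medium wells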
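Cytotoxicity counter-line: IDH1KD HT-1080, 48 h, CellTiter-Glo. Curves classed by r2, magnitude and activity.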
HT1080-NT tox – kills 2HG-producing HT-1080-NT fibrosarcoma cells | HT-1080-NT fibrosarcoma viability, CellTiter-Glo ATP luminescence, 48 h | Potency, µM (highest dose often 46.1 µM), without a hit: at the top dose activity, negative = less viability, hits mostly cytotoxic | actives 1.6% (n = 360,000) | AID 686970;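 note: NT is the 2HG producing partner of a matched IDH1 knockdown line; potency is the fitted concentration of half-maximal effect; 0% = DMSO-treated cells and -100% = media-only wells without cells; nearly all actives have a fitted effect of over 55% in size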
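Luminescent CellTiter-Glo readout after 48 hours of compound exposure at 37 degrees C defined viability of HT-1080-NT cells. Activity was normalized to DMSO wells and cell-free media wells; concentration-response curves were fitted and assigned curve classes.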
IL1B secr inh – blocks inflammasome-driven IL-1 beta release; activity change, % at 57.5 µM; actives 4.7% (n = 360,000); THP-1 LPS/ATP IL-1B secretion, AlphaLISA, 16 h; stronger effect = lower value; in the data active = activity change below about -50%; inconclusive = mostly about -30% to -49%; note: % is set by controls: 0 for no effect and ±100 for the full control effect
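THP-1 cells pretreated 1 hr with compounds (up to 57.5 uM final), then stimulated with LPS (250 ng/mL final) plus ATP (1.25 mM final); secreted IL-1B measured by AlphaLISA after 16 hr, decreased signal indicating inhibition.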
SW480 rereplic – DNA re-replication induction in SW480 cells. SW480 DNA re-replication, Hoechst DNA content imaging, 48 h. Potency, µM (doses to about 46.1 µM), inactives show top-dose re-replication activation, actives largely listed as activators. actives 1.8% (n = 340,000). AID 624297; note: potency is the fitted concentration of half-maximal effect; % of control where 0% means no effect; nearly all actives have a fitted effect of over 55% in size
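Quantitative HTS format with DMSO vehicle controls; 48 hr drug incubation at 37 C, then 40 min Hoechst staining and scanning imager measurement at 405 nm excitation.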
ATXN viability – reduces viability in counter-screen for ATXN expression inhibitors; S2 cells (HEK-293 line with an ATXN2-luciferase reporter) viability, CellTiter-Fluor protease fluorescence, 24 h; Potency, µM (series often up to 56.7 µM), usual class: cytotoxic; actives 0.49% (n = 400,000); AID 651635; note: potency is the fitted concentration of half-maximal effect; nearly all actives have a fitted effect of over 40% in size
Numbers without * were called inactive; i = inactive; ? = inconclusive; . = not tested or not shown; & = joins results of further samples; [ ] = remark or other dose. Unless noted, calls come from the whole dose curve; as a rule, active = well fitted curve in the direction sought with a large enough effect; inconclusive = small, poorly fitted or top-dose-only effect, or another doubt; inactive = no such curve, though single readings can be large; an effect the other way counts as inactive or inconclusive.

Each structure is followed by: IL1B secr inh, MCF10A rerep, KB-3-1 cytotox, KB-V1 MDR tox, SW480 rereplic, ATXN viability, HT1080 IDH1KD tx, HT1080-NT tox, ATXN2 expr inh
> CCCCn1c(N)c(N(CC(C)C)C(=O)c2cccc(-n3cnnn3)c2)c(=O)[nH]c1=O
 : 1, 1%, 15%, 3%, -1%, i, -9%, -6%, -9%
> CCc1cccc(C)c1NC(=O)C(CC)n1ncn2c(cc3cc(C)ccc32)c1=O (centres undefined)
 : ., ., 3%, 7%, ., ?, ., ., -2%
> Cn1cc(S(=O)(=O)NCC2CCCO2)c(=O)n(C)c1=O (centres undefined)
 : 5, 2%, 5%, ?, -8%, ?, 14%, 10%, 1%
> Cc1ccccc1Sc1c(C#N)c(-c2ccccc2)nn1C
 : -16, ?, -2%, 0%, 10%, i, 6%, 13%, -1%
> C=C[C@@H]1c2ccccc2N(S(=O)(=O)c2ccc(C)cc2)[C@H](c2ccccc2C(F)(F)F)C1(C#N)C#N
 : 79, 4%, ?, 12%&-21%, -1%, i, 6%, 5%, 8%
> O=[N+]([O-])c1ccc(N/N=C2/CCCCC2c2ccccn2)c([N+](=O)[O-])c1 (centres undefined)
 : 6, ?, -2%, -5%, 14%, i, -4%, -3%, .
> Cc1cccc(N(CC(=O)NC2CCCC2)C(=O)CCC(=O)Nc2ccccn2)c1
 : -17, 6%, 2%, ?, -2%, i, 8%, 3%, 13%
> CC1CCCC(NC(=O)CN2CCN(Cc3ccc(Cl)cc3)C2=O)C1C (centres undefined)
 : -9, -3%, 0%, ?, -3%, i, -13%, -5%, -21%
> Cc1ccccc1OCc1nnc(SCC(=O)Nc2ccc(N3CCOCC3)c(Cl)c2)n1C
 : -5, 16%, 4%, ?, 5%, i, -9%, -1%, 18%
> CN(CC(=O)Nc1cccc(F)c1)C(=O)C1=COCCO1
 : 3, 2%, -1%, 18%, -276%[inhibitor], i, 6%, 4%, 13%
> COc1ccc(S(=O)(=O)N(CC(=O)N2CCOCC2)c2cc(Cl)ccc2OC)cc1OC
 : -1, 0%, 8%, 1%, 2%, i, 1%, 2%, 2%
> COc1cc(-c2nc3ccccn3c2/N=C/c2cccc(OC)c2O)ccc1O
 : 0, ?, 0%, -8%, ?, ., 1%, 24%, 49%[activator]
> COc1c(C=O)c2c(c(OC)c1OC)-c1ccc(OC)c(=O)cc1C(NC(C)=O)CC2 (centres undefined)
 : 0, ?, 0.0092µM*, ?, 0.1µM*, i, ?, 0.0052µM*, -5%
> CCOc1cc(CNc2ccc(O)cc2)cc(Br)c1OCc1ccccc1F
 : -63*, ?, -14%, -4%, ?, ?, ?, ?, ?
> C/C=C(/C)C(=O)Nc1cccc(C2=NOC3(C2)C[C@@H](C(N)=O)N(C(=O)c2ccc(OC)cc2)C3)c1 (some centres undefined)
 : -7, -6%, ?, 21%, -12%, i, 10%, 15%, 7%
> O=C(NCc1ccccc1F)C(c1ccccc1)c1ccccc1
 : ?, 1%, 0%, -18%, -10%, i, 12%, 10%, 30%
> O=C(Nc1nnc(CC(=O)N2CCOCC2)s1)c1cccs1
 : -2, ?, -1%, 21%, -3%, i, 10%, 1%, -3%
> CS(=O)(=O)N(CC(=O)N1CCc2ccccc2C1)c1ccccc1Br
 : 7, -9%, 16%, -12%, -9%, i, -8%, 9%, -6%
> COC(=O)c1cc2oc(C)cc2n1CC(=O)Nc1cc(C)cc(C)c1
 : 9, -1%, -14%, -27%, 11%, i, -29%, -18%, 0%
> O=C(CN1CCCC1)Nc1ccc([N+](=O)[O-])cc1
 : 4, -2%, 13%, 17%, -4%, i, 13%, 6%, 0%
> O=C(Nc1ccc(N2CCN(C(=O)c3cccs3)CC2)cc1)c1ccc(F)cc1
 : ., 0%, 28%, 0.18µM*, -11%, i, 3%, 0%, -14%
> C[C@]12c3[nH]c4ccc(Cl)cc4c3CCN1C(=O)[C@@H](CC(=O)NCCC1=CCCCC1)C[C@@H]2C(=O)N1CCOCC1
 : -25, ?, 0%, 0%, 9%, ?, -21%, -23%, ?
> CC(=O)c1c(O)c(C)c(O)c2c1OC1=CC(=O)C(C(C)=O)C(=O)[C@@]12C (some centres undefined)
 : 3, 3.7µM*, ?, -2%, 3%, i, -6%, -2%, -6%
> Clc1ccc(OCc2cc(-c3ccccc3)no2)c(Cl)c1
 : 9, 10%, 6%, ?, -6%, ?, 28%, 15%, 38%[activator]
> CCOC(=O)N1CCC(NC(=O)C2CCN(S(=O)(=O)c3cccc4cccnc34)CC2)CC1
 : 30, 8%, -9%, 54%, -13%, i, 4%, 0%, -10%
> CC(=O)c1cccc(N(C(=O)Cn2nnc3ccccc32)C(C(=O)NCc2ccccc2)c2ccccn2)c1 (centres undefined)
 : 0, 4%, 3%, -1%, 1%, i, 17%, 14%, ?
> O=C1NCCCCC1NS(=O)(=O)c1ccccc1 (centres undefined)
 : -16, 11%, 1%, -2%, -12%, i, -1%, 3%, .
> COc1ccc(C2(C(=O)NC(C)C)CCCC2)cc1OC
 : -9, -2%, 10%, 5%, -2%, ?, 8%, 14%, 0%
> CCOC(=O)c1cc2nc(Nc3ccc(OC)cc3)sc2s1
 : -1, 4.6µM*, 9%, -12%, ?, i, ?, ?, 8%
> COc1ccc(C(c2nnnn2CC2CCCO2)N2CCN(c3ccc(F)cc3)CC2)cc1 (centres undefined)
 : -5, -8%, -10%, -13%, -12%, i, 1%, 1%, 0%

The last two entries of the section before come first, to join the parts.
Each structure is followed by: IL1B secr inh, MCF10A rerep, KB-3-1 cytotox, KB-V1 MDR tox, SW480 rereplic, ATXN viability, HT1080 IDH1KD tx, HT1080-NT tox, ATXN2 expr inh
> CCOC(=O)c1cc2nc(Nc3ccc(OC)cc3)sc2s1
 : -1, 4.6µM*, 9%, -12%, ?, i, ?, ?, 8%
> COc1ccc(C(c2nnnn2CC2CCCO2)N2CCN(c3ccc(F)cc3)CC2)cc1 (centres undefined)
 : -5, -8%, -10%, -13%, -12%, i, 1%, 1%, 0%
> CN(CC(=O)Nc1ccc(F)c(F)c1F)C(=O)Cc1ccc(S(=O)(=O)N2CCOCC2)s1
 : 17, 1%, -1%, 17%, -12%, i, 2%, 9%[9.24 µM], 2%
> Fc1ccc2ncc3c(-c4ccccc4)n[nH]c3c2c1
 : ., ., 5%, 9%, ., i, ., ., 13%
> COC(=O)c1ccc(COc2nc(C)cc(C)c2C#N)o1
 : -15, -4%, -7%, ?, 8%, i, 2%, 0%, 7%
> CC(=O)c1ccc(NC(=O)C(C)Sc2n[nH]c(-c3cccnc3)n2)cc1 (centres undefined)
 : 30, ?, -1%, 0%, -1%, i, 2%, -1%, -12%
> COc1ccc(C)cc1N(CC(=O)N1CCOCC1)S(C)(=O)=O
 : 13, 6%, 25%, 0%, -12%, i, 9%, 22%, -9%
> CCCCCC(NC(=O)C1CCN(C(=O)[C@@H](NS(=O)(=O)c2ccc(C)cc2)C(C)C)CC1)C(=O)O (some centres undefined)
 : 4, -30%[inhibitor], 0%, 16%, -12%, i, ?, 1%, -5%
> O=C1CCCCC(=O)N(c2ccccc2)c2ccccc21
 : -7, 1%, -5%, 18µM*, -1%, i, -11%, -15%, -5%
> O=C(NCCN1CCN(Cc2ccccc2)CC1)c1cc2c(=O)[nH]c3ccccc3c2s1
 : ?, 0%, -17%, -1%, 0%, i, ?, ?, ?
> Cc1cccc(C)c1NC(=O)CCCN1C(=O)C(c2ccccc2)Oc2cccnc21 (centres undefined)
 : -20, -2%, -1%, -4%, -18%, i, -2%, -2%, -4%
> COc1ccc(OC)c(NC(=O)CSc2nnc3ccc(-c4ccccn4)nn23)c1
 : -4, 0%, -4%, -13%, -4%, i, 3%, 1%, -3%
> CCOC(=O)C(C(=O)OCC)c1c([N+](=O)[O-])c(=O)n2c3c(cccc13)CCC2
 : 9, 4%, 0%, -13%, 9%, i, -7%, 1%, 2%
> ClCc1ncc(-c2ccc(Cl)cc2)o1
 : ?, ?, ?, -17%, -18%, i, -18%, -4%, 8%
> CCC(C)(C)NC(=O)Cn1c(=O)ccc2cc(S(=O)(=O)N3CCC(C)CC3)ccc21
 : ., ., -9%, -12%, ., i, ., ., -16%
> COc1ccccc1Oc1nc2c(c(=O)n(C)c(=O)n2C)n1Cc1cccc(Br)c1
 : ., ., ?, -3%, ., i, ., ., -17%
> NS(=O)(=O)c1ccc(CCNC(=O)c2ccco2)cc1
 : 15, 1%, -2%, -12%, -1%, i, 4%, -1%, -4%
> Cc1ccc(NC(=O)Nc2cccnc2)cc1NC(=O)Nc1cccnc1
 : -4, 0%, ?, ?, 9%, ?, ?, ?, .
> Cc1ccc(OCC(O)CNS(=O)(=O)c2ccccc2C(=O)O)cc1 (centres undefined)
 : 14, -4%, 24%, 7%, 5%[9.22 µM], i, 17%, 13%, -8%
> O=C(COC(=O)C1CCC1)NCc1ccccc1
 : 7, 0%, 9%, 5%, -2%, i, 6%, 4%, -6%
> CCN(C[C@H]1N[C@@](CC)(C(=O)OC)[C@H]2C(=O)N(C)C(=O)[C@@H]12)C(=O)Nc1ccc(C(F)(F)F)cc1
 : -4, 4%, 9%, 0%, -25%, i, 3%, 16%, 1%
> CCC1CCc2c(sc(N)c2C(N)=O)C1 (centres undefined)
 : -4, 16%, -14%, ?, -6%, i, 12%, 6%, -1%
> CN(/C=C/c1c([N+](=O)[O-])c(=O)n(C)c(=O)n1C)c1ccccc1
 : -3, 1%, 25%, 3%, -8%, i, 11%, 2%, -14%
> CCC(C)(C(=O)NC1CCCC1)N(C(=O)c1ccccn1)c1ccccc1 (centres undefined)
 : -2, -2%, -2%, -1%, -3%, i, -3%, 1%, 3%
> Cc1nc2c(O)cccc2cc1CO
 : -9, -3%, 2%, 4%, -13%, i, 17%, 4%, .
> COc1ccccc1CNC(=O)CSc1nnc2ccc(-c3cccnc3)nn12
 : -16, -3%, -17%, ?, ?, i, 8%, 17%, -3%
> CC(C)c1ccc(C2OCC(C)([N+](=O)[O-])CO2)cc1 (centres undefined)
 : 1, 6%, -8%, 7%, -3%, i, 0%, 4%, 26%
> O=C(c1cc2nc(-c3ccco3)cc(C(F)(F)F)n2n1)N1CCCc2ccccc21
 : -9, -2%, 7%, 4%, -5%, i, 7%, 14%, 0%
